Dyrk1A ADPGlo: Dyrk1A (rat) kinase inhibition. actives 0.43% (n = 310,000). Q63470. ADP-Glo luminescence, NFATc1 peptide. AID 504441. inhibition, % at 12.5 µM; in the data active = inhibition above about 50%;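 note: plate controls were vehicle with enzyme for no effect and no enzyme for full effect; many of its hits are not listed in these tables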
GSK3beta inhib: blocks human GSK3beta kinase activity; actives 0.038% (n = 300,000); activity score (negative = inhibition), % at 10 µM; P49841; GST-GSK3beta kinase, ADP-Glo luminescence, 60 min; hits give low values;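 active = more than half of replicate wells score below -50%, meaning over 50% inhibition versus plate controls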;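 note: 0% = median DMSO wells and -100% = median GW8510 positive control wells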
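Assay system: GST-tagged human GSK3beta kinase, cell-free; Input: 1.6 ng GSK3beta; Medium: Tris/MgCl2 kinase buffer; Timing: 60 min enzyme reaction, room temperature; Signal: ADP-Glo luminescence quantifying ADP generated by kinase; Evaluation: score relative to plate controls; Benchmarks: DMSO neutral wells and GW8510 at 20 µM as positive.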
hERG protect: hERG (human) protection from proarrhythmic block | AID 1511 | CHO-hERG, FluxOR thallium flux, dofetilide IC70 present | actives 0.51% (n = 310,000) | activation (rescue from dofetilide block), less the hit threshold, % at 10 µM | Q12809;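 active = activation above the mean of controls blocked by dofetilide plus 5 SD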;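 note: thallium influx through hERG after potassium depolarization seen as dye fluorescence rise; in these data hits start at about 4.7%; inactives centre near -7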
GSK3 alpha inh: human GSK-3 alpha kinase inhibition; P49840; ADP-Glo luminescence, 60 min; inhibition, % at 10 µM; actives 0.1% (n = 320,000); AID 2650;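 in the data active = inhibition above about 50%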;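 note: GST-tagged GSK-3 alpha with peptide substrate and 25 µM ATP; 0% = DMSO neutral wells and 100% = GW8510 positive control wells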
KCNK3 inh: human KCNK3 channel inhibition, primary screen; O14649; CHO-KCNK3 thallium flux, FluxOR fluorescence; hits give low values; B-score at 10 µM; actives 0.84% (n = 340,000); AID 602410;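 active = B-score under library mean minus 4 SD, starting fluorescence ratio at most library mean plus 5 SD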;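 note: more negative B-score means stronger inhibition of thallium flux through KCNK3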
Target sequence (O14649 whole entry, looked up): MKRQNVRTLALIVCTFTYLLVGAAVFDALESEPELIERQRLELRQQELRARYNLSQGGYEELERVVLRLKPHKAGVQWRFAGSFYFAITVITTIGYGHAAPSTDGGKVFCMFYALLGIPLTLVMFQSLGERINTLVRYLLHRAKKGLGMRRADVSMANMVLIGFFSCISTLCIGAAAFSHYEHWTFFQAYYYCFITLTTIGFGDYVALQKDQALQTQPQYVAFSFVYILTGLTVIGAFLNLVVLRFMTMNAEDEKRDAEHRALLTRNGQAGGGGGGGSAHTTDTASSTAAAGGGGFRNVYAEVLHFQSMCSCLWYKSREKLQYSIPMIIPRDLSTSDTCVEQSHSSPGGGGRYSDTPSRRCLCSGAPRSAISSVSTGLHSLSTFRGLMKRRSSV
KCNK9 block: human KCNK9 channel inhibition. Q9NPC2. HEK293 KCNK9, FluxOR thallium flux fluorescence; hits give low values. B-score at 10 µM. actives 1.2% (n = 310,000);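 active = ratio B-score over 3 SD below the library mean, with starting fluorescence within 5 SD of its mean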;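 note: negative B-score means less thallium flux so channel inhibition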
Target sequence (Q9NPC2 whole entry, looked up): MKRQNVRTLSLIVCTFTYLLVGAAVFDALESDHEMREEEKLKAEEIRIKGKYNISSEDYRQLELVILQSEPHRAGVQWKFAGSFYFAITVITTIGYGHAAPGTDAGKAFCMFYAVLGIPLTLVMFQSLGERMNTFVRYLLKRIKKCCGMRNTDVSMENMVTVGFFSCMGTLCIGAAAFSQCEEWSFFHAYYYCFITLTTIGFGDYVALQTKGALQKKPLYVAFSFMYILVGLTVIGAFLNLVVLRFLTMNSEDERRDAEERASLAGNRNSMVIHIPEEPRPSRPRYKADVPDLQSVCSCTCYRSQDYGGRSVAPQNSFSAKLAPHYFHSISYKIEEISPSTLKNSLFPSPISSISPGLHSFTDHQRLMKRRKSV
RGS4 block: inhibitors of human RGS4 | HEK293 M3R/RGS4 inducible, Fluo-4 calcium flux; hits give high values; triggered by carbachol at its EC20 | B-score at 10 µM | actives 0.45% (n = 310,000) | AID 463165;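 active = B-score, a plate-corrected calcium signal, over three deviations above library mean, with baseline fluorescence within five deviations of library mean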;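 note: RGS4 expression induced by doxycycline in cells with stable M3 receptor; B-score is computed from the integrated fluorescence ratio over baseline after carbachol; higher B-score means a larger calcium signal and so more RGS4 inhibition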
Target sequence (P49798 whole entry, looked up): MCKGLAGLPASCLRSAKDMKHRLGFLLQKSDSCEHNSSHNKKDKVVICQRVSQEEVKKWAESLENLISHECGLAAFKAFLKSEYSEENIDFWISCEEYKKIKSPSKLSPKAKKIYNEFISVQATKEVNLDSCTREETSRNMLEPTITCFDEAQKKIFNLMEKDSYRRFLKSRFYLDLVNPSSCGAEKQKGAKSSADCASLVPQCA
RGS4 pot: RGS4 potentiation or activation. HEK293 M3R/inducible RGS4, carbachol calcium flux Fluo4; hits give low values. B-score at 10 µM. actives 0.92% (n = 310,000);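 active = B-score of the integrated calcium signal more than 4 SD below the library mean, with starting fluorescence not abnormally high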;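 note: negative B-score means reduced calcium response which marks RGS4 activation or potentiation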
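Also added: carbachol at ECmax as muscarinic agonist stimulus; Assay system: HEK293 cells with stable M3R and inducible RGS4; Timing: overnight RGS4 induction, 30 min dye load 37 °C, 20 min compound RT; Measured by: Fluo4-AM (2 µM) calcium-flux fluorescence, kinetic read.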
PolyA inh: blocks polyadenylation in yeast reporter cells. actives 0.02% (n = 300,000). calls only at 12 µM. AID 1875. S. cerevisiae SKY197-pL101 polyadenylation reporter, beta-gal luminescence; efflux-impaired pdr1/pdr3 knockout yeast; score 100 = 6 SD above DMSO;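 active = lowest replicate activity score at least 50, where 100 means six control SD above control mean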;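 note: yeast exposed to compound for 9 h at 30 °C; higher score means more reporter readthrough which indicates perturbed polyadenylation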
KCNQ1 block: human KCNQ1 channel inhibition; CHO-K1 KCNQ1, FluxOR thallium flux fluorescence; hits give high values; B-score at 10 µM; P51787; actives 1.3% (n = 310,000);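 active = compounds whose thallium flux B-score, printed positive for inhibition, exceeds three library SD while starting fluorescence stays within three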;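 note: channel opened by potassium depolarization with thallium stimulus after 20 min compound exposure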
KCNQ1 pot: potentiators or activators of human KCNQ1 potassium channel | P51787 | B-score at 10 µM | actives 0.35% (n = 310,000) | CHO-K1 KCNQ1, thallium flux FluxOR fluorescence; hits give high values | AID 2648;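 active = fluorescence ratio B-score, a plate-corrected score, at least three library SD, with initial intensity B-score within 5 SD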
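Assay system: CHO-K1 cells stably expressing KCNQ1; Medium: assay buffer with matched DMSO; Also added: K+/Tl+ depolarizing stimulus; Dosing: single dose; Timing: dye 90 min, compound 20 min, room temperature; Measured by: kinetic FluxOR thallium fluorescence, 10-s 1-Hz baseline, 110-s post-stimulus read; Read-out: peak-minus-minimum fluorescence over initial fluorescence, negative-control normalized, B-scored.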
* marks the source's active call; other numbers are inactive results.

How did O=[N+]([O-])c1cc(S(=O)(=O)N2CCOCC2)ccc1N1CCCC1 do in these assays?
Dyrk1A ADPGlo: -3; GSK3beta inhib: 0; hERG protect: -8; GSK3 alpha inh: 0; KCNK3 inh: inactive; KCNK9 block: inactive; RGS4 block: inactive; RGS4 pot: inactive; PolyA inh: inactive; KCNQ1 block: inactive; KCNQ1 pot: inactive

Results for COc1ccc(CCCNC(=O)C2CCC(=O)N(Cc3ccc(Cl)cc3)C2)cc1 (stereo not drawn) ?
Dyrk1A ADPGlo: -2; GSK3beta inhib: 4; hERG protect: -8; KCNK3 inh: inactive; KCNK9 block: inactive; RGS4 block: inactive; RGS4 pot: inactive; PolyA inh: inactive; KCNQ1 block: inactive; KCNQ1 pot: inactive

What do the screens show for `Cc1cccc(OCC(=O)Nc2ccc(NC(=O)c3ccco3)c(C)c2)c1`?
Dyrk1A ADPGlo: -3; GSK3beta inhib: -4; hERG protect: -7; GSK3 alpha inh: 9; KCNK3 inh: inactive; KCNK9 block: inactive; RGS4 block: inactive; RGS4 pot: inactive; PolyA inh: inactive; KCNQ1 block: inactive; KCNQ1 pot: inactive

Results for O=C(Cc1ccc(Cl)cc1)NNC1CC(=O)N(c2ccc3ccccc3c2)C1=O (stereo not drawn) ?
Dyrk1A ADPGlo: 5; GSK3beta inhib: 2; hERG protect: -6; GSK3 alpha inh: -2; KCNK3 inh: inactive; KCNK9 block: inactive; RGS4 block: inactive; RGS4 pot: inactive; PolyA inh: inactive; KCNQ1 block: inactive; KCNQ1 pot: inactive

Results for CCCCn1c(N)c(N(CCOC)C(=O)CSc2nnc(-c3ccc(F)cc3)n2N)c(=O)[nH]c1=O ?
Dyrk1A ADPGlo: -1; GSK3beta inhib: 2; hERG protect: -17; GSK3 alpha inh: 1; KCNK3 inh: inactive; KCNK9 block: inactive; RGS4 block: inactive; RGS4 pot: inactive; PolyA inh: inactive; KCNQ1 block: inactive; KCNQ1 pot: inactive

How did CCOc1ccc(CC(=O)NNC(=S)NC)cc1Br do in these assays?
GSK3beta inhib: -5; hERG protect: -4; GSK3 alpha inh: -2; KCNK3 inh: inactive; KCNK9 block: inactive; RGS4 block: inactive; RGS4 pot: inactive; PolyA inh: inactive; KCNQ1 block: inactive; KCNQ1 pot: inactive

Results for COc1ccccc1Oc1nc(C)c(C(C)=O)cc1C#N ?
Dyrk1A ADPGlo: 0; GSK3beta inhib: 4; hERG protect: -5; GSK3 alpha inh: 3; KCNK3 inh: inactive; KCNK9 block: inactive; RGS4 block: inactive; RGS4 pot: inactive; PolyA inh: inactive; KCNQ1 block: inactive; KCNQ1 pot: inactive

How did COc1cc(CN2CCN(CCc3ccccc3)C(CCO)C2)cc(OC)c1 (stereo not drawn) do in these assays?
GSK3beta inhib: -1; hERG protect: -1; GSK3 alpha inh: -3; KCNK3 inh: inactive; KCNK9 block: inactive; RGS4 block: inactive; RGS4 pot: inactive; PolyA inh: inactive; KCNQ1 block: inactive; KCNQ1 pot: inactive

How did CCCC(C)NC(=O)Cc1ccccc1 (stereo not drawn) do in these assays?
Dyrk1A ADPGlo: 0; GSK3beta inhib: 2; hERG protect: -12; GSK3 alpha inh: -2; KCNK3 inh: inactive; KCNK9 block: inactive; RGS4 block: inactive; RGS4 pot: inactive; PolyA inh: inactive; KCNQ1 block: inactive; KCNQ1 pot: inactive

Results for COc1ccc(CNc2ccc(-c3ccc(OC)cc3)nn2)cc1 ?
Dyrk1A ADPGlo: 2; GSK3beta inhib: 1; hERG protect: -11; GSK3 alpha inh: 0; KCNK3 inh: inactive; KCNK9 block: inactive; RGS4 block: inactive; RGS4 pot: inactive; PolyA inh: inactive; KCNQ1 block: inactive; KCNQ1 pot: inactive

Results for CCOC(=O)C1=C(C)N=C2SC(C)C(=O)N2C1c1ccc(OC(C)=O)c(OC)c1 (stereo not drawn) ?
Dyrk1A ADPGlo: 0; GSK3beta inhib: -3; hERG protect: -7; GSK3 alpha inh: 0; KCNK3 inh: inactive; KCNK9 block: -15*; RGS4 block: inactive; RGS4 pot: inactive; PolyA inh: inactive; KCNQ1 block: inactive; KCNQ1 pot: inactive

How did COc1ccc(NC(=O)CN(C)C(=O)CCc2c[nH]c3ccccc23)cc1 do in these assays?
Dyrk1A ADPGlo: -3; GSK3beta inhib: -2; hERG protect: -10; GSK3 alpha inh: 0; KCNK3 inh: inactive; KCNK9 block: inactive; RGS4 block: inactive; RGS4 pot: inactive; PolyA inh: inactive; KCNQ1 block: inactive; KCNQ1 pot: inactive

How did CCCN1CCC(=O)N(CCSc2ccc(C)cc2)CC1 do in these assays?
Dyrk1A ADPGlo: 4; GSK3beta inhib: 0; hERG protect: -3; KCNK3 inh: inactive; KCNK9 block: inactive; RGS4 block: inactive; RGS4 pot: inactive; PolyA inh: inactive; KCNQ1 block: inactive; KCNQ1 pot: inactive

How did COc1cccc(CNC(=O)CCNS(=O)(=O)c2cccs2)c1 do in these assays?
Dyrk1A ADPGlo: 1; GSK3beta inhib: 1; hERG protect: -4; GSK3 alpha inh: -4; KCNK3 inh: inactive; KCNK9 block: inactive; RGS4 block: inactive; RGS4 pot: inactive; PolyA inh: inactive; KCNQ1 block: inactive; KCNQ1 pot: inactive

What do the screens show for `COC(=O)c1cc(S(=O)(=O)Nc2c(C)cccc2C)cn1C`?
Dyrk1A ADPGlo: 0; GSK3beta inhib: -8; hERG protect: -6; GSK3 alpha inh: 1; KCNK3 inh: inactive; KCNK9 block: inactive; RGS4 block: inactive; RGS4 pot: inactive; PolyA inh: inactive; KCNQ1 block: inactive; KCNQ1 pot: inactive

Results for O=C(O)CSc1nc2ccccc2n1Cc1ccccc1 ?
Dyrk1A ADPGlo: -1; GSK3beta inhib: 2; hERG protect: 0; GSK3 alpha inh: -3; KCNK3 inh: inactive; KCNK9 block: inactive; RGS4 block: inactive; RGS4 pot: inactive; PolyA inh: inactive; KCNQ1 block: inactive; KCNQ1 pot: inactive

Results for CCCCOc1ccc(-c2c(C#N)c(N)[nH]c(=S)c2C#N)cc1 ?
GSK3beta inhib: -11; hERG protect: 8.4*; GSK3 alpha inh: 12; KCNK3 inh: inactive; KCNK9 block: inactive; RGS4 block: inactive; RGS4 pot: inactive; PolyA inh: inactive; KCNQ1 block: inactive; KCNQ1 pot: inactive

Results for CN(C)S(=O)(=O)Oc1cccc(C(=O)Nc2ccc(Cl)c(Cl)c2)c1 ?
Dyrk1A ADPGlo: 1; GSK3beta inhib: 1; hERG protect: -12; GSK3 alpha inh: 0; KCNK3 inh: inactive; KCNK9 block: inactive; RGS4 block: inactive; RGS4 pot: inactive; PolyA inh: inactive; KCNQ1 block: inactive; KCNQ1 pot: inactive

How did CC(C)(C)OC(=O)N/N=C\c1ccc[nH]1 do in these assays?
Dyrk1A ADPGlo: -2; GSK3beta inhib: -3; hERG protect: -10; GSK3 alpha inh: 8; KCNK3 inh: inactive; KCNK9 block: inactive; RGS4 block: inactive; RGS4 pot: inactive; PolyA inh: inactive; KCNQ1 block: inactive; KCNQ1 pot: inactive

How did Cc1nn(-c2ccccc2)c(N)c1N=O do in these assays?
GSK3beta inhib: -2; hERG protect: -13; GSK3 alpha inh: 0; KCNK3 inh: inactive; KCNK9 block: inactive; RGS4 block: inactive; RGS4 pot: inactive; PolyA inh: inactive; KCNQ1 block: inactive; KCNQ1 pot: inactive

Results for CN(C)c1ccc(/C=N/n2c(COc3ccccc3)n[nH]c2=S)cc1 ?
Dyrk1A ADPGlo: 7; GSK3beta inhib: 4; hERG protect: -14; KCNK3 inh: inactive; KCNK9 block: inactive; RGS4 block: inactive; RGS4 pot: inactive; PolyA inh: inactive; KCNQ1 block: inactive; KCNQ1 pot: inactive

How did COc1ccc(NC(=O)C/C(C)=N/NC(=O)CCc2ccccc2)c(OC)c1 do in these assays?
Dyrk1A ADPGlo: -5; GSK3beta inhib: 0; hERG protect: -6; GSK3 alpha inh: -1; KCNK3 inh: inactive; KCNK9 block: inactive; RGS4 block: inactive; RGS4 pot: inactive; PolyA inh: inactive; KCNQ1 block: inactive; KCNQ1 pot: inactive

How did CCC(C)(NC(=O)c1cccc(N2C(=O)CSC2c2ccccc2)c1)C(=O)Nc1ccccc1C (stereo not drawn) do in these assays?
Dyrk1A ADPGlo: -7; GSK3beta inhib: 3; hERG protect: -16; GSK3 alpha inh: 0; KCNK3 inh: inactive; KCNK9 block: inactive; RGS4 block: inactive; RGS4 pot: inactive; PolyA inh: inactive; KCNQ1 block: inactive; KCNQ1 pot: inactive

Results for COc1ccc(/C=C(\C#N)C(=O)NCc2ccccc2)cc1O ?
Dyrk1A ADPGlo: -2; GSK3beta inhib: -3; hERG protect: -6; GSK3 alpha inh: 0; KCNK3 inh: inactive; KCNK9 block: inactive; RGS4 block: inactive; RGS4 pot: inactive; PolyA inh: inactive; KCNQ1 block: inactive; KCNQ1 pot: inactive

Results for COc1ccc2c(c1)N(C(=O)CSc1n[nH]c(C)n1)C(C)(C)C=C2C ?
Dyrk1A ADPGlo: -4; GSK3beta inhib: -1; hERG protect: -9; GSK3 alpha inh: -4; KCNK3 inh: inactive; KCNK9 block: inactive; RGS4 block: inactive; RGS4 pot: inactive; PolyA inh: inactive; KCNQ1 block: inactive; KCNQ1 pot: inactive

How did Cc1ccc(-c2n[nH]c(=O)c3ccccc23)cc1S(=O)(=O)N(C)CCO do in these assays?
Dyrk1A ADPGlo: 5; GSK3beta inhib: 4; hERG protect: -6; GSK3 alpha inh: -2; KCNK3 inh: inactive; KCNK9 block: inactive; RGS4 block: inactive; RGS4 pot: inactive; PolyA inh: inactive; KCNQ1 block: inactive; KCNQ1 pot: inactive

Results for CCOc1cc(/C=N/NC(=O)Cn2nc([N+](=O)[O-])cc2C)ccc1OCc1ccc(F)cc1 ?
Dyrk1A ADPGlo: -1; GSK3beta inhib: 3; hERG protect: -1; GSK3 alpha inh: -1; KCNK3 inh: inactive; KCNK9 block: inactive; RGS4 block: inactive; RGS4 pot: inactive; PolyA inh: inactive; KCNQ1 block: inactive; KCNQ1 pot: inactive

Source: PubChem

Some of the compounds tested; the hit share may differ from the screen's.
